Screens from PubChem.
Mtb RmlCD inh: blocks M. tuberculosis RmlC and RmlD coupled enzymes; P9WH09+P9WH11; RmlC+RmlD coupled enzyme assay, percent inhibition; primary screen in compound mixtures; inhibition, % at 3.6 µM; hit rate 0.03% among 160,000; in the data active means inhibition mostly above about 34%, no sharp cut-off; further: some results filed as inactive read as strong as hits
Target sequence (P9WH09 whole entry, looked up): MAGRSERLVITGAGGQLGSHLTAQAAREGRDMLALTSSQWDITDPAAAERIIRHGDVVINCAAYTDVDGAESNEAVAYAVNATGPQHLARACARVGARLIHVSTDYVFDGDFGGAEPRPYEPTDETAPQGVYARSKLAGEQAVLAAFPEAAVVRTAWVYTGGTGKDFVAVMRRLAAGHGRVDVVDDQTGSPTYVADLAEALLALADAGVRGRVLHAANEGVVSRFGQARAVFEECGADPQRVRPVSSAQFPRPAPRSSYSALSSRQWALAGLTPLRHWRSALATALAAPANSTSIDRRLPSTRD
Target sequence (P9WH11 whole entry, looked up): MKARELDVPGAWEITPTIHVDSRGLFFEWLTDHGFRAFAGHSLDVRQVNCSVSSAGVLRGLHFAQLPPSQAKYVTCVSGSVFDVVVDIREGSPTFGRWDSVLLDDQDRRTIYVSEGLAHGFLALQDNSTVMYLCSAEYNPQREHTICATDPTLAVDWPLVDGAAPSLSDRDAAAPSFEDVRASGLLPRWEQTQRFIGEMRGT
GlmU inhibition: inhibition of mycobacterial GlmU enzyme – biochemical, glucosamine-1-phosphate acetyltransferase (AID 1376) | M. tuberculosis GlmU acetyltransferase enzyme assay; higher % means a stronger effect | inhibition, %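 (tested at 30 µM in the primary screen)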, or IC50 in µM where a hit was titrated | hit rate 0.25% among 220,000; in the data active means inhibition above about 13%;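 further: 0% = complete reaction with vehicle and 100% = reaction without substrate; strong numbers were not always called active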
Active calls of the source: *; . = not tested or not shown. An excerpt; count on the stated rates, not on these rows.

| Structure | Mtb RmlCD inh | GlmU inhibition |
| --- | --- | --- |
| O=C(Nc1ccc(-c2csc(Nc3cccc(C(F)(F)F)c3)n2)cc1)c1cccc(C(F)(F)F)c1 | . | -5.9% |
| CCN(CC)S(=O)(=O)c1ccc(OC)c(NC(=O)c2cccc([N+](=O)[O-])c2C)c1 | . | 6.8% |
| CCCc1cc(=O)[nH]c(Nc2cc(OC)ccc2OC)n1 | . | 2.7% |
| Cc1cccc(N2C(=O)C(Cc3ccccc3)NC2=S)c1 (centres undefined) | -5.7 | 0.1% |
| Cn1cnnc1SC(C(=O)Nc1cc(Cl)cc(Cl)c1)c1ccccc1 (centres undefined) | -1.1 | -4.7% |
| COc1ccc(C2(O)CN(c3ccc(C)cc3)C3=[N+]2CCCC3)cc1 (centres undefined) | -7.8 | -4.0% |
| CN(C)S(=O)(=O)c1cccc(NC(=O)Cn2cnc3ccccc3c2=O)c1 | . | -2.2% |
| CCOC(=O)c1sc2nc(NC(=O)C3CC3)sc2c1C | . | 0.1% |
| Nc1nc(SCC(=O)Nc2ccc(Cl)cc2)[nH]c(=O)c1-c1ccccc1 | -9.5 | -4.0% |
| CCOC(=O)c1c(CN2CCOCC2)n(-c2ccccc2)c2ccc(O)cc12 | . | 2.9% |
| CCCNC(=O)c1ccc2c(=O)n(Cc3ccco3)c(=S)[nH]c2c1 | -9.7 | 4.9% |
| COc1cccc(NC(=O)CSc2nnc(Cn3c(=O)sc4ccccc43)n2C)c1 | 9.3 | 1.5% |
| CN(C(=O)CSc1nc(N)nn1-c1ccccc1)c1ccccc1 | 14.7 | -2.3% |
| CCOC(=O)C(=O)Nc1ccccc1C(=O)NCc1ccccc1 | -10.4 | 1.0% |
| O=C(CCSCCc1ccccn1)Nc1ccc(Br)cn1 | -9.9 | 2.3% |
| N#Cc1c(N(CCO)CCO)nc(N)c2c(N)nc3c(c12)CC(=O)N3Cc1cccs1 | -5.5 | -5.2% |
| COc1ccc(OC)c(S(=O)(=O)Nc2c(F)cccc2F)c1 | . | -1.4% |
| O=C(CNS(=O)(=O)c1ccccc1)N1CCCC1 | -12.6 | 2.6% |
| CCC(NC(=O)c1cccc(Cn2cc([N+](=O)[O-])cn2)c1)c1ccc(C(C)C)cc1 (centres undefined) | . | 2.1% |
| CCC(CO)n1c(SCc2cc(=O)oc3cc(C)ccc23)nc2ccccc2c1=O (centres undefined) | . | -3.0% |
| O=c1[nH]c(-c2ccccc2Cl)nc2c1sc(=S)n2-c1ccccc1 | -6.4 | 1.2% |
| C/C=C/COc1nc2c(c(=O)n(C)c(=O)n2C)n1C | -5.1 | 1.1% |
| O=C(NN1C(=O)c2ccccc2C1=O)c1ccncc1 | -5.4 | -7.7% |
| CC(=O)N1CCC2(CC1)CC(=O)c1cc(OCC(=O)N3CCCC3)ccc1O2 | -9.1 | 2.0% |
| Cc1ccc(-n2c(COc3cccc(C)c3)n[nH]c2=S)cc1 | -8.1 | 1.4% |
| COCCN(CCOC)Cc1c(C)[nH]c2c(C)c(C)ccc2c1=O | . | 0.8% |
| COc1ccc(-n2c(SCC(=O)Nc3ccccc3)nnc2-c2ccc(NS(=O)(=O)c3ccc(C)cc3)cc2)cc1 | -4.1 | 3.4% |
| COc1ccccc1OCCCOc1c(Cl)cc(C)cc1Cl | . | 2.3% |
| Cc1n[nH]c(=O)n1-c1ccc(Oc2ccccc2)cc1 | . | -1.7% |
| CCCCN1C(=S)SC(C)(C)C1/[N+]([O-])=C/c1cccnc1 (centres undefined) | . | 2.1% |
| O=C(NCc1ccc(Cl)cc1)C1CCN(S(=O)(=O)N2CCOCC2)CC1 | -21.1 | -1.4% |
| CC(C)OC(=O)CC12CN3CC(CC(=O)OC(C)C)(CN(C1)C(=O)c1ccccc1C3=O)C2=O | 6.1 | -1.2% |
| CCCn1c(CCC(=O)Nc2ccccc2Cc2ccccc2)nc2cc(S(=O)(=O)N3CCOCC3)ccc21 | -7.8 | -1.4% |
| O=C(Nc1ccc(Cl)c(S(=O)(=O)N2CCOCC2)c1)c1ccc2c(c1)OCCO2 | -6.8 | 3.9% |
| CCSc1nnc(-c2ccc(S(=O)(=O)NCc3cccs3)cc2)o1 | 9.9 | -4.8% |
| CCOc1ccc(OCc2cccc(C(=O)N3CCCCCC3)c2)cc1 | -15.9 | -5.1% |
| Cc1ccc(/C=c2/sc3n(c2=O)CCCN=3)o1 | -15.2 | 6.3% |
| O=S(=O)(c1ccc(S(=O)(=O)n2cnc3ccccc32)cc1)N1CCCCCC1 | -2.0 | -0.7% |
| Cn1c2c(c(=O)n(C)c1=O)C(NC(=O)C(C)(C)C)(C(F)(F)F)C(=O)N2 (centres undefined) | . | 3.6% |
| CCC(C)NC(=O)COC(=O)c1cccnc1Nc1ccccc1F (centres undefined) | 5.2 | -2.5% |
| COc1ccc(OCCNS(=O)(=O)c2ccc3oc4ccccc4c3c2)cc1 | 2.4 | 0.7% |
| O=C(N/N=C1/CCCc2ccccc21)c1cc([N+](=O)[O-])cc([N+](=O)[O-])c1 | 4.7 | -6.8% |
| COc1ccc(Cl)cc1NC(=O)c1noc2c1CCCC2 | -10.8 | 0.2% |
| Cn1c(O)c(/C=N/N2CCOCC2)c(=O)n(C)c1=S | 7.9 | 2.6% |
| CC1(C)CC(=O)C2=C(C1)NC(=O)NC2c1ccccc1 (centres undefined) | 22.3 | 3.8% |

Rewritten field by field: entries from further up
> CCSc1nnc(-c2ccc(S(=O)(=O)NCc3cccs3)cc2)o1
  Mtb RmlCD inh: 9.9; GlmU inhibition: -4.8%
> CCOc1ccc(OCc2cccc(C(=O)N3CCCCCC3)c2)cc1
  Mtb RmlCD inh: -15.9; GlmU inhibition: -5.1%
> Cc1ccc(/C=c2/sc3n(c2=O)CCCN=3)o1
  Mtb RmlCD inh: -15.2; GlmU inhibition: 6.3%
> O=S(=O)(c1ccc(S(=O)(=O)n2cnc3ccccc32)cc1)N1CCCCCC1
  Mtb RmlCD inh: -2.0; GlmU inhibition: -0.7%

Remaining list, next part.
| Structure | Mtb RmlCD inh | GlmU inhibition |
| --- | --- | --- |
| CCN(CC)c1ccc(C=C2C(=O)OC3(CCCC3)OC2=O)cc1 | 0.9 | -0.1% |
| CCOC(=O)/C(=C/c1ccco1)NC(=O)c1ccc(Br)o1 | -8.2 | 0.9% |
| O=C(COc1ccccc1[N+](=O)[O-])N/N=C/c1ccccn1 | -4.8 | 2.6% |
| CNC(=O)Cn1ncc2c(C)n(Cc3ccc(C)cc3)c(C)c2c1=O | -7.4 | 1.4% |
| O=C(Nc1nccs1)c1ccc(N2C(=O)C3CCCCC3C2=O)cc1 (centres undefined) | 3.6 | 1.8% |
| O=C(c1cc2c(s1)CCCC2)N1CCN(C(=O)C2CCCO2)CC1 (centres undefined) | 1.7 | 1.2% |
| C#Cc1ccc([C@@H]2C=C(C(=O)N3CCN(Cc4ccccc4)CC3)O[C@H](OCCCCO)C2)cc1 | . | 2.5% |
| O=C(CNC(=O)c1ccc(Br)cc1)NCCc1nc2ccccc2[nH]1 | 61.8 | 1.0% |
| COc1ccc(OC)c(Nc2cc(C)nc3ccccc23)c1 | . | -3.3% |
| Cc1ccc2nsnc2c1N | -1.8 | -1.0% |
| Cc1nn(-c2ccccc2)c(Cl)c1/C=N/Nc1nc2ccccc2[nH]1 | -12.3 | -5.5% |
| Nc1c2c(nc3sc4c(c13)CCCCC4)CCCCC2 | 1.0 | -6.0% |
| COc1ccc(/C=N/NC(=O)c2c([N+](=O)[O-])c(C)nn2C)cc1 | . | -6.0% |
| Cc1cc(NC(=O)c2cc(C(C)(C)C)oc2C)no1 | . | 4.7% |
| O=C(N/N=C/c1ccco1)c1ccccn1 | 1.3 | 0.8% |
| CCN(CC)S(=O)(=O)c1ccc(NC(=O)c2ccc(NS(C)(=O)=O)cc2)cc1 | 9.2 | 3.6% |
| O=C(Nc1ccc(O)c2c(=O)cc(-c3ccccc3Cl)oc12)c1cccc(Cl)c1 | . | 2.1% |
| CN(C)c1ccc(NC2=C([N+](=O)[O-])CS(=O)(=O)C2)cc1 | -9.1 | 0.6% |
| CCOc1ccc(/C=N/NC(=O)CNC(=O)c2ccc(S(=O)(=O)N3CCOCC3)cc2)cc1 | -11.4 | 0.8% |
| CCOC(=O)C1CCN(CC(=O)Nc2c(C(=O)OC)[nH]c3ccccc23)CC1 | . | 7.1% |
| C=CCNC(=S)/N=c1\sccn1C | -2.9 | 3.0% |
| CC(C)(C)NC(=O)c1cc(F)c(F)cc1Cl | -2.7 | -3.6% |
| COCCNCc1nc2sc(C)c(-c3ccccc3)c2c(=O)[nH]1 | . | 1.9% |
| Cc1c(NC(=O)CSc2cccc3cccnc23)c(=O)n(-c2ccccc2)n1C | -9.8 | 2.0% |
| CN1CCCCC1CCN1c2ccccc2Sc2ccc(S(C)=O)cc21 (centres undefined) | 5.4 | -5.9% |
| Cc1ccc2c(Cl)c(C(=O)Nc3cccnc3)sc2c1 | . | 2.7% |
| Cc1ccccc1N(CC(=O)NCCSc1ccccn1)S(=O)(=O)c1ccccc1 | 8.3 | -2.8% |
| CCOc1cc(S(=O)(=O)NCCc2ccccc2C)c(OCC)cc1-n1cnnn1 | 3.1 | 1.7% |
| COC(=O)C(C)N(C#N)c1nc(NC(C)C)nc(SC)n1 (centres undefined) | 38.3 | 3.9% |
| O=c1[nH]c(-[n+]2ccccc2)c(/C=N/N=C(\[O-])c2ccccc2)s1 | -7.3 | -0.8% |
| Cc1cc(C)cc(OCC(=O)O/N=C(\N)c2ccccc2Cl)c1 | -14.2 | -4.6% |
| CC(NC(=O)Cn1cc(C(F)(F)F)ccc1=O)c1ccc(F)cc1 (centres undefined) | -32.0 | -3.3% |
| COc1ccc(CNCCC(c2ccccc2)C2CCOC(C)(C)C2)cc1 (centres undefined) | 13.8 | -2.4% |
| Nc1nc(SCC(=O)N2CCc3ccccc3C2)[nH]c(=O)c1-c1ccccc1 | . | 1.2% |
| CCOC(=O)N1CCC(N2CC34C=CC(O3)C(C(=O)Nc3ccc(C(C)C)cc3)C4C2=O)CC1 (centres undefined) | 7.0 | 1.1% |
| CS(=O)(=O)N(CC(=O)Nc1ccccc1C(=O)N1CCOCC1)c1ccccc1 | . | -2.2% |
| COc1ccc(NS(=O)(=O)c2cccc(-c3nnc(-c4ccccc4)o3)c2)cc1 | . | -1.8% |
| CCC1(C)OC(=O)N2CCc3c(C)[nH]c4c(C)ccc(c34)C21C (centres undefined) | . | 1.9% |
| NC(=O)c1sc(=S)n(-c2ccc(Br)cc2)c1N | -9.6 | -2.5% |
| C/C(N)=C(/C#N)C(=O)COC(=O)c1cc2c(s1)CCC(C)C2 (centres undefined) | -5.6 | -6.0% |
| O=C(COC(=O)CNC(=O)c1ccccc1)Nc1cccc(Br)c1 | 2.7 | -0.7% |
| CCC1(CC)NC(=O)N(CC(=O)OCC(=O)Nc2ccc(F)c(F)c2F)C1=O | . | -2.4% |
| Nc1nc(CC(=O)CSc2ccc(Cl)cc2)nc(Nc2ccc(F)cc2)n1 | -6.8 | 0.6% |
| CCCCCCC1CC(CSC(=N)N)OC1=O (centres undefined) | 3.6 | -5.2% |
| CC(=O)N1CCN(C(=O)COc2ccc(N(C)S(=O)(=O)c3cccs3)cc2)CC1 | . | -2.5% |
| Fc1ccc(CNc2nc3ccccc3n3cnnc23)cc1 | . | 4.3% |
| COC(=O)/C=c1/s/c(=C(/C#N)C(=O)N2CCOCC2)n(-c2ccccc2)c1=O | -5.8 | 4.9% |
| COc1ccc(C2C(C#N)=C(N)N(c3sc4c(c3C#N)CCCC4)C3=C2C(=O)CC(C)(C)C3)cc1OC (centres undefined) | -3.5 | -3.6% |
| CC1CCc2c(C(=O)OCC(=O)Nc3cccc(S(=O)(=O)N4CCCCCC4)c3)csc2C1 (centres undefined) | -2.8 | -1.8% |
| COc1ccc(C2Nc3ccccc3C(=O)N2Cc2ccco2)cc1COc1ccc(NC(C)=O)cc1 (centres undefined) | 17.5 | -1.2% |
| CCOc1ccc(NC(=O)c2ccc(CNc3c(N4CCCC4)c(=O)c3=O)cc2)cc1 | 9.1 | -0.5% |
| O=C(CN(C(=O)C1CSC(=O)C1)c1cccc(F)c1)NC1CCCC1 (centres undefined) | 8.6 | -7.3% |
| CCCn1nc2cc(C(=O)NC3CCc4ccccc43)ccc2c1OCC (centres undefined) | . | -5.0% |
| O=C(Nc1ccccc1-c1ccccc1)NC1CC2CCCC(C1)N2Cc1ccc(F)cc1 (centres undefined) | 5.5 | -2.8% |
| O=C(O)CCSc1nnc(-c2ccncc2)n1-c1ccccc1 | 27.9 | 5.5% |
| Cc1ccc2c(ccn3cc4c(c(=O)n(C)c(=O)n4C)c23)c1 | 1.6 | 0.0% |
| CSc1nsc(/C=C/Nc2ccc(F)cc2F)c1C#N | . | -0.7% |
| CN(C)C(CNC(=O)c1cc(S(=O)(=O)N(C)c2ccccc2)ccc1Cl)c1cccs1 (centres undefined) | -13.6 | -1.2% |
| Cc1ccc(NC(=S)N2CCN(c3nccc(C(F)(F)F)n3)CC2)c(C)c1 | -3.3 | 2.7% |
| Cc1ccc(C(=O)NCC(=O)OCc2csc(-c3ccccc3)n2)cc1 | -0.3 | -2.7% |

Next results.
| Structure | Mtb RmlCD inh | GlmU inhibition |
| --- | --- | --- |
| NC1=NC[C@H](c2ccccc2)N1CCCCC1CCCCC1 | . | -13.9% |
| CCOC(=O)C(N)CSC1CC(=O)N(c2ccc(C(=O)OC)cc2)C1=O (centres undefined) | . | 0.5% |
| CCC(C)NC(=O)NC(=O)N(C1CCCCC1)S(C)(=O)=O (centres undefined) | 3.6 | 5.5% |
| CC1(C)C(C#N)=C(N)OC2=C1C(=O)CCC2 | . | -9.5% |
| Cc1nnc2ccc(-c3cccc(NC(=O)c4ccc(Cl)nc4)c3)nn12 | -8.6 | 0.9% |
| O=C(CCS(=O)(=O)c1ccccc1)Nc1nc(-c2ccccn2)cs1 | . | -6.3% |
| O=C(COc1ccccc1Cl)NNC(=O)C1CCCO1 (centres undefined) | . | -5.8% |
| O=C(Cc1ccccc1)NCCc1ccc(Cl)cc1Cl | 3.7 | 0.7% |
| COc1ccccc1OCC(=O)N/N=C1\CCc2ccccc21 | -4.7 | 4.1% |
| CCCC(=O)Nc1ccc(C(N)=O)cc1 | -7.8 | -0.8% |
